# Screens from PubChem BioAssay.
# HTRA1 inh – HTRA1 (human) protease inhibition | Q92743 | recombinant HTRA1, FP-rhodamine activity-based probe, fluorescence polarization | 0.5% of 340,000 active | inhibition, % at 5.96 µM; in the data active = inhibition above about 36%;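 note: 0% = enzyme with DMSO and 100% = wells lacking enzyme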
# Target sequence (Q92743 whole entry, looked up): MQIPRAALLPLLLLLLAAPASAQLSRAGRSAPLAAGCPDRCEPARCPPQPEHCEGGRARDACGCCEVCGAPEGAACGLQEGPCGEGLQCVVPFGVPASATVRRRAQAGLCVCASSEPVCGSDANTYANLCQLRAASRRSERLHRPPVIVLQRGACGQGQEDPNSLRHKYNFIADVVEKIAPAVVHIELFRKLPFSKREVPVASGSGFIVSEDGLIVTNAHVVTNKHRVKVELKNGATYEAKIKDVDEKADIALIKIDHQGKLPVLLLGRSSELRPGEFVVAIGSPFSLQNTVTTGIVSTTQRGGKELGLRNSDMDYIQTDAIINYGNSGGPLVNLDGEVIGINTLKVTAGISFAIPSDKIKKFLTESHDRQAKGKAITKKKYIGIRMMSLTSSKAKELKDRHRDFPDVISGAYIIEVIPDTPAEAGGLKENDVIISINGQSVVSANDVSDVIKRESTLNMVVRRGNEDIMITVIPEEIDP
# PRMT1 inh – PRMT1 (human) inhibition, primary screen | Q99873 | recombinant PRMT1, activity-based probe fluorescence polarization | inhibition, % at 2.79 µM | 1.3% of 370,000 active | AID 652257;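 active = inhibition above about 21% made by adding two undisclosed values, limit read from the data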
# LEDGF integ inh – blocks HIV-1 LEDGF/p75-dependent DNA integration | TR-FRET IN-LEDGF/p75 DNA integration, Eu/Cy5 | AID 743269 | inhibition, % at 3.7 µM | 0.64% of 370,000 active;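 active = inhibition above the screen-wide mean plus 3 SD, cut at about 13% in these data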;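 note: signal is the Cy5 over europium emission ratio at 671 and 618 nm; 0% = plate median of compound wells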
# SIAE inh – inhibitors of human sialic acid acetylesterase SIAE | Q9HAT2 | SIAE FP-Rh probe binding, fluorescence polarization | inhibition, % at 9.66 µM | 0.69% of 370,000 active;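 active = inhibition above a cutoff: mean of compounds within the control limits plus 3 SD of those, cut at about 17% in these data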;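 note: 0% = plate median of compound wells and 100% = probe without SIAE protein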
# PG9 Ab binder – small molecules binding HIV-1 gp120 antibody PG9. inhibition, % at 6.7 µM. 0.43% of 360,000 active. TR-FRET gp120-PG9 antibody binding. AID 624416; in the data active = inhibition above about 8.5%
# ABHD4 inh – ABHD4 (mouse) inhibition, primary FP screen. Q8VD66. purified mABHD4, FP-Rh probe fluorescence polarization. inhibition, % at 8.92 µM. 0.54% of 370,000 active. AID 720543;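 active = inhibition exceeding the mean over every tested compound plus 3 SD, cut at about 30% in these data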;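 note: 0% = plate median of compound wells and 100% = S159A mutant with DMSO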
# Target sequence (Q8VD66 whole entry, looked up): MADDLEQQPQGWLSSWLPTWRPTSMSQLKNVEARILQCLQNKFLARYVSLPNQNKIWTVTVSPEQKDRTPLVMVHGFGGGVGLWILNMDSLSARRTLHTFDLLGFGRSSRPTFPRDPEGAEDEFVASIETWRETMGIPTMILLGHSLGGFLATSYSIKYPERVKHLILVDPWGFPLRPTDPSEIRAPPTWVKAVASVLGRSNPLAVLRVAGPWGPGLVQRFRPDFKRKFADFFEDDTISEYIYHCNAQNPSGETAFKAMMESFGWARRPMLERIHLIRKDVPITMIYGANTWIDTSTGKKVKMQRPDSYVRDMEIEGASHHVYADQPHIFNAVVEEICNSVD
#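 assay system = mABHD4 protein | compound dosing = single nominal dose of 8.92 µM, 0.89% DMSO final | read-out basis = percent inhibition of probe binding, normalized to plate controls | schedule = Enzyme–compound pre-incubation 45 min, then probe 60 min, both 25 °C | detection = fluorescence polarization, excitation 525 nm, emission 598 nm, BODIPY TMR filters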
# TCR CD3 inh – blocks the human TCR-CD3 interaction. TAMRA-labeled TCR probe fluorescence, biochemical. inhibition, % at 9.4 µM. 0.37% of 360,000 active. AID 651800; in the data active = inhibition above about 19%;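 note: recombinant mutant TCR 2C K166C tagged with TAMRA read by polarization; 0% = receptor in buffer alone and 100% = receptor with positive control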
# UHRF1 MBD2 ctr – UHRF1 methyl-DNA binding inhibition | AID 687016 | UHRF1 binding to methylated oligo, TR-FRET | 0.75% of 370,000 active | Q96T88 | inhibition, % at 4.4 µM; in the data active = inhibition above about 21%;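 note: UHRF1 SRA domain binding a hemimethylated CpG hairpin DNA probe; 0% = median of test compound wells and 100% = reference inhibitor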
# Tn7 DDE FP – disrupts Tn7 cyclic peptide binding to fibrin D-Dimer-E complex. P02675. FP displacement of FITC-Tn7 peptide from fibrin DD(E); 0% = median of compound wells per plate. inhibition, % at 8.3 µM. 0.13% of 370,000 active. AID 720508;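 active = inhibition above the mean of compounds falling within the control limits plus 3 SD of them, cut at about 14% in these data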;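 note: 0% = plate median of compound wells and 100% = 10 µM Aha-Tn7 peptide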
#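 Assay system: human fibrin DD(E). Input: DD(E) 2 µM final. Medium: Tris buffer with calcium and detergent, pH 7.8. Compound dosing: single point at 8.3 µM. Timing: 10 min plus 3 h, room temperature. Technique: fluorescence polarization of the labelled Tn7 tracer. Read-out: percent inhibition. Replicates: singlicate testing.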
# TDP2 absorb – blocks human TDP2 phosphodiesterase activity. recombinant TDP2, T5PNP hydrolysis, p-nitrophenol absorbance 415 nm. AID 720702. inhibition, % at 12.8 µM. 0.34% of 370,000 active. O95551;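 active = inhibition above the mean of all tested compounds plus 3 SD, set per campaign, cut at about 25% in these data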;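 note: 0% = DMSO with enzyme and 100% = buffer with substrate but no TDP2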
#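 System: recombinant human TDP2 / Amount: 120 nM TDP2 per well / Also added: 5 mM T5PNP chromogenic substrate / Doses: 12.8 µM single point, 1% DMSO / Incubation: 2 h at 37 °C / Detection: p-Nitrophenol epi absorbance / Evaluation: % inhibition relative to enzyme-containing and enzyme-free wells / Repeats: singlicate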
# * = called active by the depositor; x = not tested or not shown.
SMILES,HTRA1 inh,PRMT1 inh,LEDGF integ inh,SIAE inh,PG9 Ab binder,ABHD4 inh,TCR CD3 inh,UHRF1 MBD2 ctr,Tn7 DDE FP,TDP2 absorb
COc1ccc(C(O)c2nc(-c3ccc(Cl)cc3)cs2)cc1 (centres undefined),x,0.3,-2.8,-10.0,0.2,-11.6,1.4,1.2,-2.8,2.6
COc1ccccc1NC(=O)Cn1c(=O)sc2ccccc21,-5.7,2.3,-1.2,-5.6,0.7,2.6,0.9,-0.7,2.5,6.0
Cc1cccc(C)c1NC(=O)Nc1nnc([C@H]2C[C@H](O)[C@@H](CO)O2)s1,x,-4.2,-3.5,7.4,-2.3,0.6,0.8,1.0,2.4,5.2
CC(C)CNC(=O)OCc1cn(Cc2cccc(F)c2F)nn1,x,0.2,0.1,7.0,x,2.2,x,1.8,8.2,-4.8
CC(NC(=O)C1CCCCC1)C(=O)NC1=NCCS1 (centres undefined),1.6,2.2,-0.1,-11.1,-2.2,-5.9,7.8,-0.9,-1.9,-6.2
CCOC(=O)c1c(NC(C)=O)no[n+]1[O-],5.7,0.1,-0.1,2.7,0.3,1.9,-3.5,-4.5,2.2,2.9
CCn1c2ccccc2c2cc(CNCc3ccc(OC)cc3OC)ccc21,-9.1,-3.2,-0.6,6.7,-0.1,17.7,6.5,1.4,-1.2,-2.4
O=C(COC(=O)c1cc(S(=O)(=O)N2CCOCC2)ccc1O)NCc1ccc2c(c1)OCO2,0.0,-0.5,2.0,3.3,1.4,2.1,-2.9,-3.1,5.4,5.7
CCCc1ccc(OCCNC(=O)CC)cc1,2.9,-2.4,-2.4,2.0,-0.5,-2.5,-5.5,4.4,2.0,-3.7
O=c1[nH]nc(-c2ccc(F)cc2)cc1-c1ccccc1,-2.1,-6.5,0.2,-0.7,0.2,-3.5,4.4,-5.3,6.0,-3.4
CCCCn1c(NCc2ccc(N(C)C)cc2)nc2ccccc21,-8.1,-2.5,0.7,11.4,-2.8,4.7,2.0,-0.5,-3.4,5.8
COc1cccc(/C=N/n2c(=O)[nH]c3ccccc32)c1OC,-7.1,-4.1,1.4,-7.2,0.9,-6.0,5.9,-3.7,3.0,0.0
CS(=O)(=O)N1CCC(C(=O)NNC(=O)Nc2ccc(F)c(Cl)c2)CC1,-1.3,-3.0,-0.1,-2.5,-0.7,5.4,9.8,0.7,3.4,-16.9
CC(C)(C)NS(=O)(=O)c1ccc(NC(=O)C2CCCCC2)cc1,0.4,6.3,-4.2,4.6,2.2,-0.4,4.4,-0.5,1.4,-4.5
Cc1cc(N2CCCC2)ccc1NC(=O)CN1C(=O)NC(C)(c2ccccc2)C1=O (centres undefined),16.1,5.0,-7.0,-3.1,-8.9,-14.3,-3.4,4.9,3.8,-6.6
CCSc1ccc(-c2cc(NC=O)c3ncc(-c4cc(OC)c(OC)c(OC)c4)n3c2)cc1,x,1.9,-2.8,6.2,-1.0,-6.3,-27.5,-2.0,8.1,-5.0
CCN(CC(=O)Nc1ccc(OC)cc1)C(=O)c1ccc(Cl)c(S(=O)(=O)N2CCCC2)c1,-7.0,-2.9,4.7,7.5,-1.7,-1.3,-1.3,-2.9,-6.0,0.8
O=C(Cc1c(F)cccc1Cl)NNC(=O)c1ccncc1,10.1,-0.3,0.1,-1.8,-0.4,0.5,-3.1,-3.8,-2.4,9.0
CC(C)N(C)c1ncnc2c1ncn2[C@H]1CN(Cc2ccncc2)C[C@@H](CO)O1,x,-5.4,4.7,1.6,-0.9,-0.2,3.2,-0.2,-4.3,2.1
COc1ccc(CNC(=O)COC(=O)CCOc2ccc(C)cc2)cc1,-0.9,3.0,-0.6,4.6,1.6,-6.9,-4.4,4.0,4.9,3.5
NS(=O)(=O)c1cccc(NC(=O)CSc2nn(-c3ccccc3)c(=S)s2)c1,-21.8,4.9,2.9,-10.1,-1.1,-2.5,-8.7,-0.3,3.8,8.7
CCC(Sc1ccccn1)C(=O)Nc1cccc([N+](=O)[O-])c1 (centres undefined),-8.3,1.0,0.4,-0.5,-2.1,-2.0,3.7,1.4,-9.3,8.4
CC(=O)Oc1ccc2occ(/C=N/c3cc(=O)[nH]c(=S)[nH]3)c(=O)c2c1,-8.3,4.7,4.6,-2.6,-1.7,12.0,19.3*,1.2,-1.5,6.2
O=[N+]([O-])c1ccccc1NCCNc1ncc(C(F)(F)F)cc1Cl,-18.1,-0.9,-0.2,-1.4,0.2,-4.2,8.6,-0.3,-5.7,0.4
CC(C)C[C@H]1CN(CCCC[C@H]2CNC(=O)C(=O)N2CCc2ccccc2)C(=O)C(=O)N1CCc1ccccc1,x,6.6,2.2,4.5,-0.8,1.2,6.9,0.9,-3.6,-0.3

# More entries
SMILES,HTRA1 inh,PRMT1 inh,LEDGF integ inh,SIAE inh,PG9 Ab binder,ABHD4 inh,TCR CD3 inh,UHRF1 MBD2 ctr,Tn7 DDE FP,TDP2 absorb
O=S(=O)(Cc1ccccc1Cl)NCCc1ccc(F)cc1,-4.6,2.8,-1.2,-3.2,0.8,-10.9,-5.4,3.6,1.0,-0.8
COc1ccc(/C=C/C(=O)Nc2c(C)nn(C)c2C)cc1COc1ccc(Br)cc1,-7.8,-0.8,0.4,-5.4,0.6,-1.0,-0.1,0.2,-1.0,6.1
Cc1ccccc1NC(=S)NNc1ncc(C(F)(F)F)cc1Cl,8.8,1.9,-1.2,0.0,0.0,5.2,7.1,-2.2,1.6,10.4
CC1CCC(NC(=O)c2ccc(NC(=O)CC3SC(N4CCCC4)=NC3=O)cc2)CC1 (centres undefined),-4.9,-2.8,-0.6,-3.2,-0.6,0.4,2.0,-2.8,1.4,1.0
O=C1c2ccccc2-c2nnc(-c3ccc(O)cc3)cc21,7.5,-1.6,0.7,0.5,-1.4,4.8,1.5,-9.0,3.0,-0.8
O=C(NCCCn1ccnc1)c1cc(S(=O)(=O)N2CCOCC2)ccc1F,-0.6,-0.4,-3.1,-2.9,-1.9,1.2,2.9,-1.8,-1.0,3.5
O=C(CSc1nnc(CCc2ccccc2)n1-c1ccc(Cl)cc1)NCc1ccccc1,-18.7,1.3,0.9,-3.9,2.5,-12.3,-8.2,4.8,1.1,-9.2
CC(C)C[C@H](NC1(C(=O)NC2CCCCC2)CCCCC1)C(=O)NCCc1c[nH]c2ccccc12,x,0.8,3.4,10.8,x,5.1,x,2.9,-0.4,-10.1
CS(=O)(=O)Nc1ccccc1N=C(c1ccccc1)c1ccccc1,-0.5,3.1,5.2,-1.0,0.1,0.8,-0.1,-2.9,4.0,-14.7
C#CCOCCOCCOCCNc1nc(N2CCOCC2)nc(N2CCN(C(=O)Cn3cc(CC(C)O)nn3)CC2)n1 (centres undefined),2.3,-1.2,0.3,1.6,-1.4,-0.3,10.9,7.8,-5.0,-1.9
C=CC1=C2C=C(C3CC3)N(CC3CC3)C=C2C(=O)C(C)(OC(=O)c2ccco2)C1=O (centres undefined),20.1,4.7,-1.8,6.3,2.4,23.4,11.6,-2.1,-1.8,14.1
Cc1ccc(OCCC(=O)Nc2ccc(C)c(F)c2)cc1,-26.4,0.6,-6.2,0.3,0.0,-4.8,-5.0,0.1,2.6,7.1
COc1ccc(CC(=O)N2N=C(C)CC2(O)C(F)(F)F)cc1OC (centres undefined),3.1,0.8,-3.9,-1.4,1.4,6.7,-6.9,0.3,5.3,1.8
CC(C(=O)Nc1ccc(S(=O)(=O)N2CCCC2)cc1)N1CCN(c2ccccc2O)CC1 (centres undefined),2.4,-4.1,-3.2,1.1,-0.4,1.6,8.7,-1.9,1.6,-2.9
CC(OC(=O)c1cc(Br)ccc1O)C(=O)Nc1ccc(S(=O)(=O)N2CCCC2)cc1 (centres undefined),-42.1,-4.2,-0.4,-5.1,0.6,-58.0,0.5,0.7,2.1,-0.3
Cc1csc(SCC(=O)NCc2ccccc2Cl)n1,-9.5,3.8,-3.2,-3.3,2.5,1.0,-3.6,0.0,1.8,-3.9
COc1ccc(-c2ccc(C(=O)Nc3ccc(C(C)C)cc3)c3occc23)c(C)c1,x,-1.8,-1.3,-11.4,-2.1,-8.5,6.6,0.7,-5.6,-7.2
c1cncc(-c2nc(N3CCOCC3)c3c4c(sc3n2)CCC4)c1,-1.7,-1.3,5.8,5.7,1.1,-3.9,-4.0,-1.1,-6.4,0.7
COC(=O)c1ccc(C2C(C(=O)c3ccco3)=C(O)C(=O)N2c2cc(C)on2)cc1 (centres undefined),0.9,8.1,1.6,-1.1,0.8,5.4,5.8,2.6,-1.9,11.6
C=CCNC(=O)N1CCCC(C(=O)c2cccc(OC(C)C)c2)C1 (centres undefined),2.3,-3.8,9.3,-1.4,1.2,-4.7,-0.7,2.0,4.8,-9.2
COc1ccc(C(=O)c2ccc(Br)cc2)c2ccccc12,-0.5,-4.9,1.7,-3.2,2.0,-4.2,6.5,-0.7,-6.0,18.1
Cc1ccc(NS(=O)(=O)c2cccc(C(=O)N3CCN(C(=O)c4ccco4)CC3)c2)cc1,-9.4,0.3,-2.9,-3.8,-0.1,-0.5,3.6,-0.6,2.5,5.8
CCOC(=O)Cc1cn2c(=O)cc(CSCC(=O)Nc3ccc(C)c(C)c3)nc2s1,-6.6,2.7,1.5,-4.5,1.0,-0.7,-4.0,1.7,1.7,6.4
COc1cccc(NC(=O)C(=S)NC2CCCCC2)c1,-22.4,-0.2,-0.2,0.7,1.6,5.0,8.9,-1.8,2.6,-16.2

# An excerpt from above in order of formula weight, largest number first.
SMILES,HTRA1 inh,PRMT1 inh,LEDGF integ inh,SIAE inh,PG9 Ab binder,ABHD4 inh,TCR CD3 inh,UHRF1 MBD2 ctr,Tn7 DDE FP,TDP2 absorb
CC(C)C[C@H](NC1(C(=O)NC2CCCCC2)CCCCC1)C(=O)NCCc1c[nH]c2ccccc12,x,0.8,3.4,10.8,x,5.1,x,2.9,-0.4,-10.1
COc1ccc(/C=C/C(=O)Nc2c(C)nn(C)c2C)cc1COc1ccc(Br)cc1,-7.8,-0.8,0.4,-5.4,0.6,-1.0,-0.1,0.2,-1.0,6.1
O=C(CSc1nnc(CCc2ccccc2)n1-c1ccc(Cl)cc1)NCc1ccccc1,-18.7,1.3,0.9,-3.9,2.5,-12.3,-8.2,4.8,1.1,-9.2
C=CC1=C2C=C(C3CC3)N(CC3CC3)C=C2C(=O)C(C)(OC(=O)c2ccco2)C1=O (centres undefined),20.1,4.7,-1.8,6.3,2.4,23.4,11.6,-2.1,-1.8,14.1
COc1ccc(-c2ccc(C(=O)Nc3ccc(C(C)C)cc3)c3occc23)c(C)c1,x,-1.8,-1.3,-11.4,-2.1,-8.5,6.6,0.7,-5.6,-7.2
O=C(NCCCn1ccnc1)c1cc(S(=O)(=O)N2CCOCC2)ccc1F,-0.6,-0.4,-3.1,-2.9,-1.9,1.2,2.9,-1.8,-1.0,3.5
CS(=O)(=O)Nc1ccccc1N=C(c1ccccc1)c1ccccc1,-0.5,3.1,5.2,-1.0,0.1,0.8,-0.1,-2.9,4.0,-14.7
